TcdB GH inh: TcdB glycohydrolase inhibition; P18177; TcdB glycohydrolase enzymatic assay, plate reader; inhibition, % at 9.99 µM; 350,000 tested, 0.24% active; AID 652162; in the data active = inhibition above about 10%
Target sequence (P18177 whole entry, looked up): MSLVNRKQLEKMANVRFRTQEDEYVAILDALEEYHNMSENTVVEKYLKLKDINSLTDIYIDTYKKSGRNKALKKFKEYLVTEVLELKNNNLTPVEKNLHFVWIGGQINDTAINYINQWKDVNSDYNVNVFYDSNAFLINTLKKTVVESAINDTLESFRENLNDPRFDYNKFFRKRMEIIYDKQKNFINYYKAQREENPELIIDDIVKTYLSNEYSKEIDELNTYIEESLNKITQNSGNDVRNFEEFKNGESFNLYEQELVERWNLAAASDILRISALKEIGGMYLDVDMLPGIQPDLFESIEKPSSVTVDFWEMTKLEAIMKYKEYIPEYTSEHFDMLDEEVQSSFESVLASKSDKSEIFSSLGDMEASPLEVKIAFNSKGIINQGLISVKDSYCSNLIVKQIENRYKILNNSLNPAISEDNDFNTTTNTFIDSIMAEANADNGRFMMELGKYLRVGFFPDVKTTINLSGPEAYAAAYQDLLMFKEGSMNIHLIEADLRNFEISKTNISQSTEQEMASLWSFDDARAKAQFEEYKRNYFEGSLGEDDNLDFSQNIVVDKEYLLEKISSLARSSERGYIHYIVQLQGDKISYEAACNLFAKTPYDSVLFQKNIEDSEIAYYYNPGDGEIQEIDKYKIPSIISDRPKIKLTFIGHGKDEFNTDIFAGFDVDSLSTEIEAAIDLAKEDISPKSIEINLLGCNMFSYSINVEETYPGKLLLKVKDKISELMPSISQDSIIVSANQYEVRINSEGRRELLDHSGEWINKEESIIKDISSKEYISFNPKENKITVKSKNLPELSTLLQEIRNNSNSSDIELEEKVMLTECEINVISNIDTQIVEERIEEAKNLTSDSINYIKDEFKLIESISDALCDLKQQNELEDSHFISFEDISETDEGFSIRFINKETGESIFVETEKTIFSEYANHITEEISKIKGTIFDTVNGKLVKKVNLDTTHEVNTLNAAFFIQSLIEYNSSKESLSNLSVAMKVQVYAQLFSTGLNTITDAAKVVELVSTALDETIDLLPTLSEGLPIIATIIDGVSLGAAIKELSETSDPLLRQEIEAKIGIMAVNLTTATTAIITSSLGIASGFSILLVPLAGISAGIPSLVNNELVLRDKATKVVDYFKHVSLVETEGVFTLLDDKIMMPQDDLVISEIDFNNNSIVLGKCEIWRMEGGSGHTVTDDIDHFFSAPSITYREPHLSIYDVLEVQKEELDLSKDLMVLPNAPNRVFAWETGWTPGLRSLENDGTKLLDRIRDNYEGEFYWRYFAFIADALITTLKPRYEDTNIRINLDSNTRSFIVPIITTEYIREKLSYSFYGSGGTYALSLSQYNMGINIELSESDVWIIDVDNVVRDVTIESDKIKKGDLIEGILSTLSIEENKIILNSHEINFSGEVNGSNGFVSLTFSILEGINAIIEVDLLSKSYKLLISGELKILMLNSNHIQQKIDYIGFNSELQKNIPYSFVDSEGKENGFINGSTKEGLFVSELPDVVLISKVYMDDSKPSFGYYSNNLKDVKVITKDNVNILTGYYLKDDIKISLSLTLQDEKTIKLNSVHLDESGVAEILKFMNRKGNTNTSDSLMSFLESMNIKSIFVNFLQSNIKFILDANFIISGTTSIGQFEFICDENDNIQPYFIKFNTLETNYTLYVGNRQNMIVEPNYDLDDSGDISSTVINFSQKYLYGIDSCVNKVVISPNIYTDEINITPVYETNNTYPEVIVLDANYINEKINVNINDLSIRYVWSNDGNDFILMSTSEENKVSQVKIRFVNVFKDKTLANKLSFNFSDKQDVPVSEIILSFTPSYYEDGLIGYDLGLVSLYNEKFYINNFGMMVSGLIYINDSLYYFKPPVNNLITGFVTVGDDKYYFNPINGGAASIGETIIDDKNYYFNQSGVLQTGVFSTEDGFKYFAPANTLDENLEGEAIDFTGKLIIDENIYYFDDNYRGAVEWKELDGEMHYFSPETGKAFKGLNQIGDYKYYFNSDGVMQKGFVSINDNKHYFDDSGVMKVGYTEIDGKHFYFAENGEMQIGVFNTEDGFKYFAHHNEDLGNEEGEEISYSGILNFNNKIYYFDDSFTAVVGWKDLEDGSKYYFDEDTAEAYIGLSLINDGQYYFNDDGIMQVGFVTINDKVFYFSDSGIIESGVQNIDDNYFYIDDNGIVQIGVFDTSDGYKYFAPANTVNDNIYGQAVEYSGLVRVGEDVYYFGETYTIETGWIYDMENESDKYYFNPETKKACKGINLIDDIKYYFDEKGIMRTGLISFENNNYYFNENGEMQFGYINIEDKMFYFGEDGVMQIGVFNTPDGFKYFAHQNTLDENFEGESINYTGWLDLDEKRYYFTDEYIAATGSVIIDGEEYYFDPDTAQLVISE
Starred values were filed as active, the others as inactive.

SMILES	TcdB GH inh
CC(C)NC(=O)Nc1ccc2c(c1)C(=O)N(C)[C@@H]1CC[C@@H](CC(=O)NCc3ccc(F)cc3)O[C@H]1CO2	1.3
COCC(=O)N1[C@H](C(=O)Nc2ccccc2)[C@@H](CO)[C@@H]2Cn3c(ccc(-c4ccncc4)c3=O)[C@@H]21	-0.5
O=C(C[C@H]1C=C[C@H](NC(=O)Nc2ccc(C(F)(F)F)cc2)[C@@H](CO)O1)NCCN1CCCC1	0.2
C[C@@H]1CN([C@H](C)CO)C(=O)c2cc(C#Cc3ccccn3)cnc2O[C@H]1CN(C)Cc1ccncc1	0.4
COCC(=O)Nc1ccc2c(c1)C(=O)N(C)C[C@@H](OC)[C@@H](C)CN(C(=O)c1ccccn1)[C@@H](C)CO2	0.4
CNC[C@@H]1Oc2ncc(C#CC3(O)CCCC3)cc2C(=O)N([C@@H](C)CO)C[C@@H]1C	0.6
CO[C@H]1CC[C@H]2CCOc3c(C#N)cccc3C(=O)N(C)C[C@H](OC)[C@@H](C)C(=O)N(C)C[C@@H]1O2	-0.3
COC(=O)C[C@@H]1C[C@H]2c3cc(NS(C)(=O)=O)ccc3O[C@H]2[C@@H](CO)O1	-0.2
Cn1cnc(S(=O)(=O)N[C@@H]2CC[C@@H](CC(=O)N3CCN(c4ccccc4)CC3)O[C@H]2CO)c1	-1.8
COc1ccc2c3c([nH]c2c1)[C@H](CO)N(Cc1ccncc1)CC31CN(Cc2ccc(-c3ccccn3)cc2)C1	-11
CN1C(=O)c2cc(NC(=O)C3CC3)ccc2OC[C@H]2O[C@H](CC(=O)NCCc3ccncc3)CC[C@@H]21	0.7
C[C@H](CO)N1C[C@H](C)[C@H](CN(C)C(=O)c2ccncc2)Oc2cc(C#CC3CC3)ccc2S1(=O)=O	-5.8
O=C(C[C@@H]1CC[C@H]2[C@@H](COC[C@@H](O)CN2Cc2ccccc2)O1)NCc1ccccc1Cl	0.0
COc1ccc(NC(=O)N(C)C[C@@H]2OCCCC[C@H](C)Oc3ccc(NC(=O)NC4CCCCC4)cc3C(=O)N([C@H](C)CO)C[C@@H]2C)cc1	-3.1
COc1ccc(NC(=O)N(C)C[C@@H]2Oc3ccc(NS(C)(=O)=O)cc3CC(=O)N([C@H](C)CO)C[C@H]2C)cc1	0.2
C[C@@H]1CN([C@@H](C)CO)C(=O)Cc2cc(NC(=O)CCC(F)(F)F)ccc2O[C@H]1CN(C)Cc1ccc(C(=O)O)cc1	-0.3
C[C@H]1CCCCO[C@H](CN(C)C(=O)Nc2cccc3ccccc23)[C@@H](C)CN([C@@H](C)CO)C(=O)c2cc(NS(=O)(=O)c3cccs3)ccc2O1	0.4
CO[C@@H]1CN(C)C(=O)c2ccc(NC(=O)Nc3ccccc3)cc2OC[C@@H](C)N(C(=O)CN(C)C)C[C@H]1C	-0.7
O=C(C[C@H]1CC[C@H](NC(=O)c2cccnc2)[C@@H](CO)O1)NCCN1CCCCC1	-0.7
O=S(=O)(N[C@H]1CC[C@@H](CCn2cc(C3CC3)nn2)O[C@H]1CO)c1ccc(F)cc1	0.4
O=C(C[C@@H]1C[C@H]2c3cc(NS(=O)(=O)c4ccc(F)cc4)ccc3O[C@H]2[C@H](CO)O1)NCc1ccccn1	-1.4
COc1ccc(NC(=O)Nc2ccc3c(c2)C(=O)N([C@H](C)CO)C[C@H](C)[C@H](CN(C)S(=O)(=O)c2cccs2)OCCCC[C@H](C)O3)cc1	-2.2
C[C@H]1CN([C@@H](C)CO)C(=O)c2cccc(NS(C)(=O)=O)c2O[C@@H]1CN(C)CC1CCCCC1	-1.4
CCCNC(=O)N(C)C[C@@H]1Oc2ncc(C#CCc3ccccc3)cc2C(=O)N([C@H](C)CO)C[C@H]1C	0.7
N#C[C@@H]1[C@H](c2ccc(C3=CCCC3)cc2)[C@H](CO)N1C(=O)c1cccc(F)c1	-1.7
(further entries)
SMILES	TcdB GH inh
COc1ccccc1-c1ccc([C@@H]2[C@@H](C#N)N(C(=O)NC3CCCCC3)[C@@H]2CO)cc1	-0.7
C[C@@H]1CCCCO[C@@H](CN(C)C(=O)Cc2ccccc2)[C@H](C)CN([C@H](C)CO)C(=O)c2cc(NC(=O)Nc3ccccc3)ccc2O1	0.4
CCCN1[C@H](C(=O)OC)[C@@H](CO)[C@@H]2Cn3c(ccc(-c4cncnc4)c3=O)[C@@H]21	-0.8
O=C(C1CCOCC1)N1CC2(C1)[C@@H](c1ccccc1)[C@@H](CO)N2Cc1ccc(Cl)cc1	0.5
C[C@@H]1CCCCO[C@@H](CN(C)Cc2ccc(C(F)(F)F)cc2)[C@H](C)CN([C@@H](C)CO)C(=O)c2cc(NC(=O)Nc3ccc(F)cc3)ccc2O1	-0.1
COc1ccc(NC(=O)N(C)C[C@@H]2Oc3ccc(NC(=O)CCCCCC(=O)Nc4ccccc4N)cc3C(=O)N([C@H](C)CO)C[C@@H]2C)cc1	0.7
CCCC#Cc1ccc([C@@H]2[C@H]3CN(C(=O)Nc4ccc(F)cc4)CC(=O)N3[C@H]2CO)cc1	-0.4
C[C@H](CO)N1C[C@H](C)[C@@H](CN(C)C(=O)c2ccc(F)cc2)OCc2ccccc2-c2ccccc2C1=O	0.9
C/C=C/c1ccc([C@H]2[C@@H](CO)N(C(=O)COC)[C@H]2CNC(=O)C2CCC2)cc1	1.2
C[C@H]1CN([C@@H](C)CO)C(=O)c2cc(NC(=O)NC3CCCCC3)ccc2O[C@@H]1CN(C)Cc1ccncc1	-1.5
O=C(Nc1cc(F)ccc1F)N[C@@H]1C=C[C@@H](CC(=O)N2CCc3ccccc3C2)O[C@@H]1CO	0.1
CO[C@@H](CN(C)Cc1ccc2c(c1)OCO2)[C@H](C)CN(C(=O)Nc1ccc(F)cc1)[C@H](C)CO	1.1
O=C(Nc1ccc(F)cc1)N1CC(=O)N2[C@H](C1)[C@H](c1ccc(-c3ccccc3)cc1)[C@@H]2CO	-1.6
CC(C)CC#Cc1ccc([C@H]2[C@H]3CN(C(=O)c4cnccn4)CC(=O)N3[C@H]2CO)cc1	-0.4
COc1ccc(S(=O)(=O)Nc2ccc3c(c2)CC(=O)N([C@H](C)CO)C[C@@H](C)[C@@H](CN(C)Cc2ccc(-c4ccccc4)cc2)O3)cc1	0.1
C[C@H](CO)N1C[C@H](C)[C@@H](CN(C)CC2CC2)Oc2ccc(NC(=O)C3CCCCC3)cc2CC1=O	1.0
C[C@@H]1CN([C@H](C)CO)C(=O)c2cc(NC(=O)c3ccncc3)ccc2O[C@@H](C)CCCCO[C@H]1CN(C)Cc1ccc(C(F)(F)F)cc1	-1.1
Cc1noc(C)c1S(=O)(=O)N(C)C[C@@H]1OCCCC[C@@H](C)Oc2ccc(NC(=O)Nc3ccc(F)cc3)cc2C(=O)N([C@H](C)CO)C[C@H]1C	1.1
O=C(CC1CC1)Nc1ccc2c(c1)[C@@H]1C[C@@H](CC(=O)NC3CCCC3)O[C@@H](CO)[C@@H]1O2	0.3
CCCNC(=O)N(C)C[C@@H]1Oc2cc(C#CC(C)(C)O)ccc2S(=O)(=O)N([C@@H](C)CO)C[C@H]1C	-11
C[C@H]1CN([C@@H](C)CO)C(=O)CCCn2cc(nn2)CO[C@@H]1CN(C)Cc1ccc(C(F)(F)F)cc1	-0.8
O=C(Nc1cccc(F)c1)N1CC(=O)N2[C@@H](CO)[C@H](c3ccc(-c4ccc(F)cc4)cc3)[C@@H]2C1	-8.0
Cc1ccc(S(=O)(=O)N(C)C[C@@H]2Oc3c(NC(=O)c4nc5ccccc5s4)cccc3C(=O)N([C@H](C)CO)C[C@H]2C)cc1	-2.2
CC(=O)N1CC[C@@H]2[C@H](CO)Nc3ccc(C#Cc4ccccc4F)cc3[C@@H]21	0.4
COc1ccccc1-c1ccc2n(c1=O)C[C@@H]1[C@@H](CO)[C@H](C(=O)N(C)C)N[C@H]21	-6.1
Next part
SMILES	TcdB GH inh
CC(C)NC(=O)Nc1ccc2c(c1)CC(=O)N([C@H](C)CO)C[C@H](C)[C@@H](CN(C)C)O2	-0.1
O=S(=O)(NC[C@H]1[C@@H](c2ccccc2)[C@H](CO)N1CC1CC1)c1ccccc1	-1.5
C[C@H]1CN([C@@H](C)CO)C(=O)Cc2cc(N(C)C)ccc2O[C@H]1CN(C)Cc1ccc(-c2ccccc2)cc1	-1.7
O=C(C[C@H]1CC[C@H](NC(=O)c2ccncc2)[C@@H](CO)O1)Nc1ccccc1	-1.7
CC(C)CC#Cc1ccc([C@@H]2[C@@H](CO)N3C(=O)CN(C(=O)NC4CCCC4)C[C@@H]23)cc1	-0.3
O=C(C[C@H]1C[C@H]2c3cc(NS(=O)(=O)c4ccc(F)cc4)ccc3O[C@H]2[C@H](CO)O1)NCc1ccc(Oc2ccccc2)cc1	-0.4
C[C@@H]1CN([C@H](C)CO)C(=O)c2cc(-c3cccc(C#N)c3)cnc2O[C@@H]1CN(C)Cc1cccnc1	-0.7
C[C@H]1CN([C@@H](C)CO)C(=O)Cc2cc(NC(=O)c3ccncc3)ccc2O[C@H]1CN(C)C(=O)Nc1ccc(C(F)(F)F)cc1	1.6
COCC#Cc1ccc2c(c1)O[C@H](CN(C)C(=O)C1CCCCC1)[C@@H](C)CN([C@@H](C)CO)S2(=O)=O	0.4
CN1C(=O)c2cc(NC(=O)Cc3ccccc3)ccc2OC[C@@H]2O[C@H](CC(=O)NCC3CC3)CC[C@H]21	-1.7
Cc1noc(C)c1NC(=O)N(C)C[C@H]1Oc2ccc(NC(=O)Cc3ccccc3)cc2C(=O)N([C@@H](C)CO)C[C@@H]1C	-1.3
OC[C@H]1[C@H](c2ccc(-c3ccccc3F)cc2)[C@@H]2CN(Cc3cccnc3)CCCCN12	-0.3
CO[C@@H]1CC[C@@H]2CCOc3c(C#N)cccc3C(=O)N(C)C[C@@H](OC)[C@@H](C)C(=O)N(C)C[C@@H]1O2	-0.4
C[C@@H]1CCCCO[C@@H](CN(C)S(C)(=O)=O)[C@H](C)CN([C@H](C)CO)C(=O)c2cc(N(C)C)ccc2O1	-5.7
COc1ccc(NC(=O)Nc2ccc3c(c2)[C@@H]2C[C@H](CC(=O)NCCc4ccccc4)O[C@H](CO)[C@@H]2O3)cc1	0.5
N#C[C@@H]1[C@@H](c2ccc(-c3ccncc3)cc2)[C@@H](CO)N1C(=O)Cc1ccccc1	0.8
Cc1ccc(S(=O)(=O)Nc2ccc3c(c2)C(=O)N([C@@H](C)CO)C[C@@H](C)[C@H](CN(C)S(=O)(=O)c2ccc(F)cc2)OCCCC[C@@H](C)O3)cc1	0.6
C[C@@H]1CCCCO[C@@H](CN(C)Cc2ccccc2)[C@H](C)CN([C@@H](C)CO)C(=O)c2cc(NS(=O)(=O)c3ccc(Cl)cc3)ccc2O1	-0.4
Cc1noc(C)c1NC(=O)N(C)C[C@H]1Oc2ccc(NC(=O)Cc3ccccc3)cc2CC(=O)N([C@H](C)CO)C[C@H]1C	0.8
C[C@@H]1CN([C@@H](C)CO)C(=O)c2cccc(N(C)C)c2O[C@H]1CN(C)Cc1ccncc1	0.0
O=C(C[C@H]1C[C@@H]2c3cc(NC(=O)C4CCOCC4)ccc3O[C@@H]2[C@@H](CO)O1)NCCc1ccccc1	-1.7
C[C@H](CO)N1C[C@H](C)[C@@H](CN(C)Cc2cccc(O)c2)OCc2cn(nn2)CCCC1=O	-0.4
O=C(C[C@@H]1CC[C@@H](NC(=O)Nc2ccc(C(F)(F)F)cc2)[C@H](CO)O1)NCCN1CCCC1	1.3
CCCNC(=O)[C@@H]1[C@@H](CO)[C@@H]2Cn3c(ccc(-c4ccc(C(=O)N(C)C)cc4)c3=O)[C@@H]2N1CCC	-0.2
CC(=O)N(C)C[C@@H]1Oc2cc(-c3ccc(F)cc3)ccc2S(=O)(=O)N([C@@H](C)CO)C[C@@H]1C	1.0

Shown as comma-separated lines: part of the list above.
molecule,TcdB GH inh
COc1ccc(NC(=O)Nc2ccc3c(c2)[C@@H]2C[C@H](CC(=O)NCCc4ccccc4)O[C@H](CO)[C@@H]2O3)cc1,0.5
N#C[C@@H]1[C@@H](c2ccc(-c3ccncc3)cc2)[C@@H](CO)N1C(=O)Cc1ccccc1,0.8
Cc1ccc(S(=O)(=O)Nc2ccc3c(c2)C(=O)N([C@@H](C)CO)C[C@@H](C)[C@H](CN(C)S(=O)(=O)c2ccc(F)cc2)OCCCC[C@@H](C)O3)cc1,0.6
C[C@@H]1CCCCO[C@@H](CN(C)Cc2ccccc2)[C@H](C)CN([C@@H](C)CO)C(=O)c2cc(NS(=O)(=O)c3ccc(Cl)cc3)ccc2O1,-0.4
Cc1noc(C)c1NC(=O)N(C)C[C@H]1Oc2ccc(NC(=O)Cc3ccccc3)cc2CC(=O)N([C@H](C)CO)C[C@H]1C,0.8
C[C@@H]1CN([C@@H](C)CO)C(=O)c2cccc(N(C)C)c2O[C@H]1CN(C)Cc1ccncc1,0.0
O=C(C[C@H]1C[C@@H]2c3cc(NC(=O)C4CCOCC4)ccc3O[C@@H]2[C@@H](CO)O1)NCCc1ccccc1,-1.7
C[C@H](CO)N1C[C@H](C)[C@@H](CN(C)Cc2cccc(O)c2)OCc2cn(nn2)CCCC1=O,-0.4
O=C(C[C@@H]1CC[C@@H](NC(=O)Nc2ccc(C(F)(F)F)cc2)[C@H](CO)O1)NCCN1CCCC1,1.3
CCCNC(=O)[C@@H]1[C@@H](CO)[C@@H]2Cn3c(ccc(-c4ccc(C(=O)N(C)C)cc4)c3=O)[C@@H]2N1CCC,-0.2
CC(=O)N(C)C[C@@H]1Oc2cc(-c3ccc(F)cc3)ccc2S(=O)(=O)N([C@@H](C)CO)C[C@@H]1C,1.0

Remaining list, next part:
SMILES	TcdB GH inh
Cc1cccc(-c2ccc([C@@H]3[C@@H](CO)N4CCCCN(C(=O)c5ccc6c(c5)OCO6)C[C@H]34)cc2)c1	-0.7
COC(=O)C[C@@H]1C[C@H]2c3cc(NC(=O)c4cccnc4)ccc3O[C@H]2[C@@H](CO)O1	4.7
CC(C)NC(=O)Nc1ccc2c(c1)C(=O)N([C@@H](C)CO)C[C@H](C)[C@H](CN(C)S(=O)(=O)c1ccccc1)O2	-0.2
O=C(NC[C@@H]1CC[C@@H]2[C@@H](CN2Cc2nccs2)O1)C1CCC1	0.3
COc1cccc(NC(=O)N(C)C[C@@H]2Oc3cc(C#Cc4ccncc4)ccc3S(=O)(=O)N([C@@H](C)CO)C[C@H]2C)c1	0.4
COc1ccc(CN(C)C[C@@H]2Oc3ccc(NC(=O)Cn4cnnn4)cc3CC(=O)N([C@@H](C)CO)C[C@H]2C)cc1	0.8
O=C(C[C@@H]1C[C@@H]2c3cc(NC(=O)Nc4ccc(C(F)(F)F)cc4)ccc3O[C@@H]2[C@H](CO)O1)NCc1cc(F)ccc1F	-2.2

These rows are one share of the data; count on the stated rates, not on these rows.
